High-throughput results (PubChem)
OXTR potentiator = human OXTR potentiation. CHO-OTR cells, Fluo-8 calcium fluorescence, potentiator mode; 0% = oxytocin EC15, 100% = EC100. activation, % at 3 µM. 320,000 tested, 0.061% active. AID 2445;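 active = activation above that plate's cutoff, the mean activation of tested compounds plus 3 SD, cut at about 6.6% in these data, passing the limit was not always enough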;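 also: 100% uses oxytocin at 75 nM as the full agonist control; some results filed as inactive read as strong as hits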
Target sequence (P30559 whole entry, looked up): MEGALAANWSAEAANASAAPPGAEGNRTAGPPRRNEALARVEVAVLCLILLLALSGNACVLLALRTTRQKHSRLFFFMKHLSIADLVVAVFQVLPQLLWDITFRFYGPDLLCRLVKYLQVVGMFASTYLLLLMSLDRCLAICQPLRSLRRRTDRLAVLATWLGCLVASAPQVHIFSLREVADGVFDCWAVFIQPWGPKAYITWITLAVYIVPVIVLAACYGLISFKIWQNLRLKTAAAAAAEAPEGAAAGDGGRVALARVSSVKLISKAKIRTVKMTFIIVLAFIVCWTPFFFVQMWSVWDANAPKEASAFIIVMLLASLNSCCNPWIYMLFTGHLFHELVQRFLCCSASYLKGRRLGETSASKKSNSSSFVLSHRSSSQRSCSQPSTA
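Assay system: CHO cell line stably expressing human OTR | Also added: Oxytocin at about EC15, sub-maximal agonist stimulus | Times: Compound 6 min at room temperature before oxytocin, 100 s read | Measured by: Fluo-8 intracellular calcium fluorescence, ex 470-495, em 515-575 nm | Controls: EC15 oxytocin alone as 0%, 75 nM oxytocin as 100%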
GPR7 antagonist = blocks human GPR7 receptor signaling; inhibition, % at 4.4 µM; GPR7-expressing cells, fluorescence antagonist assay; AID 1861; 290,000 tested, 1.1% active; in the data active = inhibition above about 16%, passing the limit was not always enough;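 also: cells stimulated with the agonist NPW; 0% = agonist with vehicle and 100% = vehicle without agonist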
Target sequence (P48145 whole entry, looked up): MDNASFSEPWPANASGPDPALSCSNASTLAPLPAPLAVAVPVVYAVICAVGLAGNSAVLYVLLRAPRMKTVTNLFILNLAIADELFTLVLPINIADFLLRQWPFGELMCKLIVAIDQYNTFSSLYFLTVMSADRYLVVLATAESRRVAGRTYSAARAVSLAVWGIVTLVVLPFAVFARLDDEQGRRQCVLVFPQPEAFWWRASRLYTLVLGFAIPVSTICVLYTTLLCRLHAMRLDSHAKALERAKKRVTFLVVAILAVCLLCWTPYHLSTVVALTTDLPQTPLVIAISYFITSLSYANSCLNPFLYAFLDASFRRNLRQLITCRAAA
M18AAP inhibitor = PfM18AAP enzyme inhibition. recombinant PfM18AAP, H-Glu-NHMec fluorogenic cleavage. inhibition, % at 7.35 µM. 290,000 tested, 1.2% active. AID 1822;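 active = inhibition above the campaign mean inhibition over all tested compounds plus 3 SD, cut at about 28% in these data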;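 also: 0% = plate median of test compound wells and 100% = 2 mM ZnCl2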
OXTR agonist = human OXTR agonism. P30559. CHO-OTR cells, Fluo-8 calcium fluorescence; normalized: DMSO 0%, oxytocin 100%. activation, % at 3 µM. 320,000 tested, 0.32% active;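 active = activation above the mean of all tested compounds plus 3 SD, cutoff set per screening run, cut at about 20% in these data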;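 also: peak over basal fluorescence ratio from a 100 s FLIPR kinetic read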
GalR3 antag = antagonists of human GalR3. O60755. HEK293 GalR3-CNG cAMP membrane potential fluorescence; galR3 body fused to GalR1 C-terminus. inhibition, % at 3 µM. 360,000 tested, 0.44% active. AID 651719;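 active = inhibition above the screen-wide average plus 3 SD, cut at about 13% in these data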;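 also: forskolin and galanin both at EC90 stimulate the cells; cAMP rise reported by CNG channel membrane potential dye signal; 0% = forskolin plus galanin with DMSO and 100% = forskolin alone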
Target sequence (O60755 1-299 limits assumed): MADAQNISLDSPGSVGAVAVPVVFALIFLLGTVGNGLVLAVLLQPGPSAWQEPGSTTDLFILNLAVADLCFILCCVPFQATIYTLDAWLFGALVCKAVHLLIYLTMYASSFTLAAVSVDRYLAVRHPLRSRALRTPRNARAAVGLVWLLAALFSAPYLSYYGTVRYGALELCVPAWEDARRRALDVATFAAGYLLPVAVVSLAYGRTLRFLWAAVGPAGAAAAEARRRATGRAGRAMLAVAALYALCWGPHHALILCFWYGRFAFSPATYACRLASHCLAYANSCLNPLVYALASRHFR
NALP1 yeast inh = blocks the NALP1 inflammasome reconstituted in yeast | S. cerevisiae NALP1/ASC/caspase-1 growth, X-gal OD620, 72 h | inhibition, % at 10 µM | 280,000 tested, 0.61% active | AID 2071; in the data active = inhibition mostly above about 24%, no sharp cut-off; inactive = mostly below about 32%; also: some compounds called inactive have numbers as strong as hits
MEKK2 mut-MEK5 = signal of MEK5 binding to mutant human MEKK2 PB1 domain; percent response, % at 10 µM; 290,000 tested, 0.35% active; bead flow cytometry, Alexa488-MEK5 binding to MEKK2 mutant; in the data active = percent response above about 24%, passing the limit was not always enough; also: inactives centre near 1; some results filed as inactive read as strong as hits
MEKK2wt PB1 HTS = raises or lowers MEK5 binding to wildtype human MEKK2 PB1 domain. Q9Y2U5. bead flow cytometry, Alexa488-MEK5 binding to MEKK2 WT; actives lie on both sides. binding response (% of control), % at 10 µM. 290,000 tested, 1.1% active. AID 1531; in the data active = binding response below about 67% or above about 130%
V1aR counter = activates human V1a receptor in oxytocin agonist counter-screen; CHO-V1R cells, Fluo-8 calcium fluorescence, agonist mode; 0% DMSO, 100% 3 nM vasopressin; AID 2797; 320,000 tested, 0.25% active; activation, % at 3 µM;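 active = activation above the mean activation of all tested compounds plus 3 SD, per screening run, cut at about 20% in these data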;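 also: signal is peak over basal fluorescence ratio across a 100 second FLIPR read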
* hit, by the source's call; . = not tested or not shown.

SMILES	OXTR potentiator	GPR7 antagonist	M18AAP inhibitor	OXTR agonist	GalR3 antag	NALP1 yeast inh	MEKK2 mut-MEK5	MEKK2wt PB1 HTS	V1aR counter
O=C(CSc1nc2cccnc2n1Cc1ccccc1)N1CCCC1	-8	11	-9	-1.8	0	10	-2	100	-0.5
O=C(CSc1nc2ccccc2c(=O)n1-c1ccccc1F)NC1CC1	-1	.	.	2.2	-5	.	.	.	2.8
COC(=O)c1c(NC(=O)C(=O)NCC2CCCO2)sc2c1CC(C)(C)OC2 (configuration not stated)	-3	-7	5	1.6	1	8	1	96	3.1
O=C(NCCCN1CCOCC1)C(=O)N/N=C/c1cccc2ccccc12	-8	-6	-7	-1.2	-3	25	1	106	0.0
O=C(CNC(=O)C(c1ccccc1)c1ccccc1)OCc1ccccc1	-10	15	-1	-2.5	-1	0	-9	90	-0.9
CCSc1nnc(NC(=O)NC2CCCCC2)s1	-7	-1	-17	-2.1	0	7	0	106	0.6
COc1ccc(-c2nc3c4ccccc4ccn3c2CN2CCOCC2)cc1OC	2	-10	-5	-1.5	0	.	7	105	-0.9
COC(=O)[C@@H](NC(=O)Nc1ccc(C(C)=O)cc1)C(C)C	-3	1	3	0.1	-3	-1	-4	95	0.0
COc1cc(/C=N/NC2=NCCCCC2)ccc1O	0	-13	4	0.3	6	-40	17	107	-0.9
CCOC(=O)N1CCN(C(=O)C2CC(c3ccccc3OC)=NO2)CC1 (configuration not stated)	-2	-7	6	0.7	-7	-1	1	101	-0.1
COc1ccc2[nH]c3c4c(ccc3c2c1)C(=O)C=CC4=O	.	23*	-7	.	-11	12	-2	89	.
CC(=O)Nc1ccc(-c2sc(Nc3ccccc3)n[n+]2C)cc1	-3	-8	10	0.0	-3	17	-4	95	0.3
CSc1nnc(C)c(=O)n1COC(=O)/C=C/c1ccc2c(c1)OCO2	-11	-1	5	7.0	-4	3	3	102	3.9
CC1(C(=O)OCC(=O)Nc2ccc(Cl)cn2)CC1(Cl)Cl (configuration not stated)	-8	.	.	-1.3	-7	.	.	.	-0.3
COc1ccccc1CNC(=O)c1c(-c2ccccc2)nn(-c2ccccc2)c1C	-11	-19	-6	-1.8	0	10	5	109	-1.4
Nc1c(C(=O)OCC(=O)Nc2ccc(OC(F)F)cc2)[nH]c(=O)[nH]c1=O	1	.	.	0.3	-3	.	.	.	0.3
Cc1ccc(C(=O)COC(=O)COc2ccc(C)c(C)c2)cc1	.	-11	-2	.	-1	13	-3	101	.
Cc1cc(C)c(S(=O)(=O)c2ccccc2C)c(Oc2ccccc2)n1	-3	-13	-5	-2.3	-4	20	0	106	-1.4
CCc1cccc(C)c1NC(=O)C1CN(S(=O)(=O)c2ccccc2)CCN1S(=O)(=O)c1ccccc1 (configuration not stated)	-10	-3	-4	-2.0	0	18	-3	97	-1.5
CN1CCN(CCCNC(=O)c2ccc(/C=C3\Sc4ccccc4N(Cc4ccccc4F)C3=O)cc2)CC1	.	7	-2	.	-2	16	36	167*	.
COc1ccc(NC(=O)COC(=O)C2CCN(C(=O)c3ccc(Cl)cc3)CC2)c([N+](=O)[O-])c1	-8	.	.	4.8	-5	.	.	.	6.0
COc1ccc(-c2csc(NC(=O)C3CC(=O)N(Cc4ccccc4)C3)n2)cc1OC (configuration not stated)	-13	-4	5	6.0	-4	14	4	97	11
O=C(CCSc1ccccn1)Nc1ccc(Br)cc1	-8	-7	6	-1.3	5	27	-1	104	0.7
CC(C)(O)C#Cc1ccc(CN2CCN(C3CCCCC3)C(CCO)C2)cc1 (configuration not stated)	0	-22	2	1.3	-3	11	8	106	0.2
CCC(C(=O)O)N1C(=O)C2CCCCC2C1=O (configuration not stated)	7	-15	-7	0.9	-5	.	6	118	-0.4
CC(=O)Nc1ccc(NC(=O)c2c(-c3ccccc3Cl)noc2C)cc1	3	-8	3	2.0	-10	-18	-4	95	1.9
CN1C(=O)c2ccc(NC(=O)c3ccc(N4CCCCC4)c([N+](=O)[O-])c3)cc2C1=O	-8	-8	1	-0.1	1	4	-3	96	-0.4
Cn1c2ccccc2c2c(C(=O)N3CCN(c4ccccn4)CC3)cn(C3CCCC3)c(=O)c21	-10	-10	7	-1.9	0	1	2	104	-0.8
O=C(C/C=N/OCc1c(Cl)cccc1Cl)c1ccccc1	-3	-13	2	-1.3	-3	26	-6	93	-0.9
CCOC(=O)c1c(C)[nH]c(C(=O)OCC(=O)N(CC(C)C)c2c(N)n(Cc3ccccc3)c(=O)[nH]c2=O)c1C	-4	.	.	1.2	-1	.	.	.	1.4
Cc1cc(C)cc(C(=O)Nc2nc3ccccc3[nH]2)c1	-7	-9	1	2.1	-12	23	12	117	1.4
COCCCNC(=O)c1c[nH]c2ccc(S(=O)(=O)N3CCc4ccccc43)cc2c1=O	-20	-5	3	0.4	-6	4	7	110	-0.9
Cc1c(Cl)cnc(NC(=O)COC(=O)c2ccc3ncsc3c2)c1Cl	-5	-1	-1	-0.1	-6	28	-2	94	1.4
Clc1ccc2c(N/N=C/c3ccccc3Br)ccnc2c1	-5	-11	-2	-1.9	-1	52	-2	85	-0.3
O=C(Nc1ccc(F)cc1)NC1(C(=O)NCc2cccs2)CCCCC1	-3	-3	-8	-0.7	-5	-6	1	91	0.4
Cc1ccc(Cl)cc1N1CCN(C(=O)C2CCN(S(=O)(=O)c3cnc[nH]3)CC2)CC1	-6	-3	3	1.4	-3	-4	9	109	0.7
COc1ccc(C(=O)C2CCCN(Cc3ccc4nonc4c3)C2)cc1OC (configuration not stated)	-4	3	6	-1.5	-4	-20	4	107	-0.2
CC(=O)c1nn(-c2cccc(Br)c2)cc1C(=O)c1ccc(Br)cc1	4	5	4	0.5	-4	17	-4	89	0.3
CC(=O)Nc1ccc(C(=O)OCC(=O)Nc2ccc([N+](=O)[O-])cc2C(F)(F)F)cc1	-4	-13	0	1.1	-4	28	0	106	0.7
COc1ccc(C(=O)Nc2ccc(S(=O)(=O)Nc3nccc(C)n3)cc2)cc1OC	-8	3	-8	-0.4	1	52	2	102	0.5
Cc1cc(C)c(S(=O)(=O)N2CCN(C(=O)C(C)Cn3nc(C)nc3C)CC2)c(C)c1 (configuration not stated)	-1	3	-1	0.6	7	-8	-2	104	0.7
CS(=O)(=O)N(CC(=O)NCCSC1CCCCC1)c1cccc(F)c1	-4	-3	0	-1.5	-3	16	-1	98	-0.6
Cc1ccc(Cn2ccc(NC(=O)c3cc(-c4ccc5c(c4)OCO5)on3)n2)cc1	.	0	-3	.	.	-13	3	99	.
O=C(CN1C(=O)NC2(CCCC2)C1=O)Nc1cccc(-c2nnc3n2CCCCC3)c1	0	-13	-7	-0.7	-2	-2	-3	100	0.7
Cc1c(NC(=O)CN2CCN(c3ccccc3)CC2)c(=O)n(-c2ccccc2)n1C	-3	-6	2	0.3	-4	-4	-5	96	-0.3
OCCC1CN(Cc2cnc(-c3cccc4ccccc34)nc2)CCN1C1CCCCC1 (configuration not stated)	-5	3	-7	1.4	-8	5	-9	101	-0.3
CC1=NN(c2ccccc2)C(=O)/C1=C/c1cn(C)c2ccccc12	-6	4	-11	-0.9	-8	-9	-3	96	-1.3
Cc1ccccc1NS(=O)(=O)c1ccc2[nH]cc(C(=O)NCCCN3CCOCC3)c(=O)c2c1	-19	-14	-8	0.6	-1	8	9	107	0.3
CNc1ccc(C(=O)N2CCN(S(=O)(=O)c3ccc4c(c3)OCCCO4)CC2)cc1[N+](=O)[O-]	-9	3	7	-0.8	-4	19	-4	99	0.2
Cc1ccc(CCN2CC(C(=O)NCCCN3CCC(C)CC3)CC2=O)cc1 (configuration not stated)	-6	2	4	0.5	-6	24	-2	100	0.2
CC(=O)NCc1ccc(S(=O)(=O)N2CCCN(C)CC2)cc1	1	5	-14	0.8	-4	20	2	105	2.3
Cc1cccc(-c2nnc(SCc3cc(=O)[nH]c4ccccc34)n2C)c1	-4	-2	0	-1.3	-3	14	-9	96	-0.9
CCCCn1c(N)c(N(CCOC)C(=O)c2cnccn2)c(=O)[nH]c1=O	3	.	.	0.7	-3	.	.	.	0.3
O=C(Cc1cccc(C(F)(F)F)c1)Nc1cc(S(=O)(=O)N2CCOCC2)ccc1N1CCCC1	-5	.	.	-2.4	-1	.	.	.	-1.3
COc1ccc([N+](=O)[O-])cc1N1C(=O)c2cccnc2C1=O	-12	7	5	-0.5	-2	16	1	102	-1.1
C=CCOC(=O)C1=C(C)NC(=O)NC1c1cc(Cl)cc(Cl)c1OC (configuration not stated)	-2	13	17	0.0	-3	3	-2	99	1.1
Oc1c(Br)cc(Br)cc1C=Nc1ccc2[nH]ncc2c1	0	-4	21	2.6	3	.	-5	88	0.3
CCOC(=O)c1sc(NC(=O)CSc2n[nH]c(-c3ccc(Cl)cc3Cl)n2)c(C#N)c1C	4	1	-1	0.8	-4	17	-3	98	0.1
COc1ccc(NC(=O)N(C)C[C@H]2Oc3ccc(NS(=O)(=O)c4ccc(F)cc4)cc3C(=O)N([C@H](C)CO)C[C@@H]2C)cc1	3	.	.	1.8	-2	.	.	.	2.6
O=C(c1cc(N2C(=O)C3C4CCC(C4)C3C2=O)ccc1Cl)N1CCN(c2ccccc2F)CC1 (configuration not stated)	-7	-10	1	-0.5	2	-7	-1	99	1.3

Reprinted at random: 4 entries already listed.
SMILES	OXTR potentiator	GPR7 antagonist	M18AAP inhibitor	OXTR agonist	GalR3 antag	NALP1 yeast inh	MEKK2 mut-MEK5	MEKK2wt PB1 HTS	V1aR counter
O=C(Cc1cccc(C(F)(F)F)c1)Nc1cc(S(=O)(=O)N2CCOCC2)ccc1N1CCCC1	-5	.	.	-2.4	-1	.	.	.	-1.3
CCOC(=O)c1sc(NC(=O)CSc2n[nH]c(-c3ccc(Cl)cc3Cl)n2)c(C#N)c1C	4	1	-1	0.8	-4	17	-3	98	0.1
CC(=O)NCc1ccc(S(=O)(=O)N2CCCN(C)CC2)cc1	1	5	-14	0.8	-4	20	2	105	2.3
Cc1cccc(-c2nnc(SCc3cc(=O)[nH]c4ccccc34)n2C)c1	-4	-2	0	-1.3	-3	14	-9	96	-0.9

(list continues)
SMILES	OXTR potentiator	GPR7 antagonist	M18AAP inhibitor	OXTR agonist	GalR3 antag	NALP1 yeast inh	MEKK2 mut-MEK5	MEKK2wt PB1 HTS	V1aR counter
Cc1ccc(C(=O)N/C(=C\c2cccs2)C(=O)NCc2cccnc2)cc1	2	-8	-1	-0.4	-11	24	2	106	0.2
O=C(CSc1nccc(=O)[nH]1)Nc1ccc(S(=O)(=O)N2CCOCC2)cc1	-5	-6	1	-0.3	-5	7	-3	86	5.1
COC(=O)c1c(=O)n(O)c2ccc(OC)cc2[n+]1[O-]	-3	-6	11	3.9	.	24	6	108	4.8
Fc1cc(F)c(F)c(SCCc2ccncc2)c1F	-4	4	-1	-0.9	-5	.	-5	94	0.8
CN1CCN(CC#CCC2(O)c3ccccc3-c3ccccc32)CC1	-5	-4	0	0.1	-9	6	1	97	0.2
CCC(CO)Oc1cc(NCc2ccccc2C)c2ncn(C(C)C)c2c1 (configuration not stated)	-2	.	.	1.2	-3	.	.	.	0.9
COc1cc(C)nc(N2CCCC(C(=O)Nc3cccc(Cl)c3Cl)C2)n1 (configuration not stated)	-11	16*	-9	-0.8	-6	5	9	115	0.6
